NSD2 inh = blocks human NSD2 histone methyltransferase activity | NSD2-SET H3K36me1 DELFIA fluorescence, biochemical | O96028 | inhibition, % at 12.5 µM | actives 0.07% (n = 44,000); in the data active = inhibition above about 54%, passing the limit was not always enough;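 note: inhibitors reduce the monomethyl H3K36 fluorescence signal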
An asterisk follows results filed as active. The list is partial. The share of hits here may be higher or lower than overall.

| Structure | NSD2 inh |
| --- | --- |
| COC(=O)C(C)Sc1nc2c([nH]c3ccccc32)c(=O)n1C (configuration not stated) | 7 |
| CC(C)CC#Cc1cnc2c(c1)C(=O)N([C@@H](C)CO)C[C@H](C)[C@@H](CN(C)C(=O)c1ccccc1)O2 | -5 |
| CNC[C@@H]1Oc2c(NC(=O)C3CCCCC3)cccc2C(=O)N([C@H](C)CO)C[C@H]1C | 5 |
| COC(=O)CCCCCCC(=O)N/N=C/C[C@@H](C)CCC=C(C)C | 1 |
| COc1ccc(COC[C@]23N=C4Sc5ccc([N+](=O)[O-])cc5C(=O)N4[C@H](c4ccccc4O2)[C@H]3CO)cc1 | -12 |
| C[C@@H]1CN([C@H](C)CO)C(=O)c2cc(NS(=O)(=O)c3ccc(F)cc3)ccc2O[C@@H](C)CCCCO[C@H]1CN(C)Cc1ccccc1 | -3 |
| O=C(Cc1ccccc1)N[C@@H]1CC[C@H](CC(=O)N2CCCCC2)O[C@@H]1CO | 3 |
| COc1ccccc1C#Cc1ccc2c(c1)O[C@@H](CN(C)C(C)=O)[C@H](C)CN([C@H](C)CO)S2(=O)=O | -10 |
| CCCN(C)C[C@H]1Oc2cc(C#Cc3ccc(OC)cc3)ccc2S(=O)(=O)N([C@H](C)CO)C[C@H]1C | 21 |
| COc1ccc(CN(C)C[C@@H]2Oc3ccc(NC(=O)C4CCCCC4)cc3C(=O)N([C@H](C)CO)C[C@H]2C)cc1 | 6 |
| C[C@H]1CN([C@@H](C)CO)C(=O)Cc2cc(NC(=O)C3CC3)ccc2O[C@H]1CN(C)S(=O)(=O)c1ccccc1 | 0 |
| COc1ccc(S(=O)(=O)Nc2cccc3c2O[C@@H](CN(C)C(=O)NC2CCCCC2)[C@H](C)CN([C@H](C)CO)C3=O)cc1 | 1 |
| C[C@@H]1CCCCO[C@@H](CN(C)C(=O)CCCN(C)C)[C@@H](C)CN([C@@H](C)CO)C(=O)c2cc(NC(=O)Nc3ccc(C(F)(F)F)cc3)ccc2O1 | -2 |
| Cc1ccc(S(=O)(=O)N(C)C[C@H]2Oc3c(NS(=O)(=O)c4c(C)noc4C)cccc3C(=O)N([C@H](C)CO)C[C@H]2C)cc1 | 3 |
| C[C@@H]1CCCCO[C@@H](CN(C)S(=O)(=O)c2cccs2)[C@H](C)CN([C@H](C)CO)C(=O)c2cc(NC(=O)Nc3cccc4ccccc34)ccc2O1 | -1 |
| CC(C)CC#Cc1cnc2c(c1)C(=O)N([C@@H](C)CO)C[C@H](C)[C@@H](CN(C)C(=O)C1CCCCC1)O2 | -5 |
| CC(C)NC(=O)N(C)C[C@@H]1Oc2cc(-c3ccccc3F)ccc2S(=O)(=O)N([C@@H](C)CO)C[C@@H]1C | 3 |
| CN(C)C(=O)C[C@H]1C[C@H]2c3cc(NC(=O)c4cccnc4)ccc3O[C@H]2[C@@H](CO)O1 | -8 |
| CN(C)CCCNC(=O)C[C@H]1CC[C@@H](NC(=O)Cc2cccnc2)[C@H](CO)O1 | 1 |
| C[C@@H]1CCCCO[C@@H](CN(C)C)[C@H](C)CN([C@H](C)CO)C(=O)c2cc(N(C)C)ccc2O1 | 0 |
| C[C@H]1CN([C@@H](C)CO)C(=O)c2cccc(NC(=O)C3CCOCC3)c2O[C@@H]1CN(C)Cc1ccc(C(=O)Nc2ccccc2N)cc1 | -4 |
| COCCOC(=O)N1C(=O)[C@@]2(c3cc(C#CC4=CCCCC4)ccc31)[C@H](C(=O)N1CCc3cc(OC)c(OC)cc3C1)[C@H]1C(=O)O[C@H](c3ccccc3)[C@H](c3ccccc3)N1[C@@H]2c1ccc(O)cc1 | -1 |
| C[C@H](CO)N1C[C@H](C)[C@H](CN(C)Cc2ccncc2)Oc2ncc(C#CC3(O)CCCC3)cc2C1=O | -2 |
| CN(C)CCCn1cc(C2=C(c3c[nH]c4ccccc34)C(=O)NC2=O)c2ccccc21 | 3 |
| C[C@@H]1CCCCO[C@@H](CN(C)S(C)(=O)=O)[C@H](C)CN([C@H](C)CO)C(=O)c2cc(NS(=O)(=O)c3ccccc3)ccc2O1 | -2 |

Some of these compounds in order of molecular weight, low to high:
| Structure | NSD2 inh |
| --- | --- |
| O=C(Cc1ccccc1)N[C@@H]1CC[C@H](CC(=O)N2CCCCC2)O[C@@H]1CO | 3 |
| CN(C)C(=O)C[C@H]1C[C@H]2c3cc(NC(=O)c4cccnc4)ccc3O[C@H]2[C@@H](CO)O1 | -8 |
| CN(C)CCCn1cc(C2=C(c3c[nH]c4ccccc34)C(=O)NC2=O)c2ccccc21 | 3 |
| C[C@H](CO)N1C[C@H](C)[C@H](CN(C)Cc2ccncc2)Oc2ncc(C#CC3(O)CCCC3)cc2C1=O | -2 |
| COc1ccccc1C#Cc1ccc2c(c1)O[C@@H](CN(C)C(C)=O)[C@H](C)CN([C@H](C)CO)S2(=O)=O | -10 |
| C[C@H]1CN([C@@H](C)CO)C(=O)Cc2cc(NC(=O)C3CC3)ccc2O[C@H]1CN(C)S(=O)(=O)c1ccccc1 | 0 |
| C[C@@H]1CCCCO[C@@H](CN(C)S(C)(=O)=O)[C@H](C)CN([C@H](C)CO)C(=O)c2cc(NS(=O)(=O)c3ccccc3)ccc2O1 | -2 |
| C[C@@H]1CN([C@H](C)CO)C(=O)c2cc(NS(=O)(=O)c3ccc(F)cc3)ccc2O[C@@H](C)CCCCO[C@H]1CN(C)Cc1ccccc1 | -3 |
| C[C@@H]1CCCCO[C@@H](CN(C)S(=O)(=O)c2cccs2)[C@H](C)CN([C@H](C)CO)C(=O)c2cc(NC(=O)Nc3cccc4ccccc34)ccc2O1 | -1 |

The list goes on:
| Structure | NSD2 inh |
| --- | --- |
| C[C@@H]1CN([C@@H](C)CO)C(=O)c2cc(NC(=O)CCCCCC(=O)Nc3ccccc3N)ccc2O[C@@H]1CN(C)S(=O)(=O)c1ccccc1 | -5 |
| COc1ccc(CN(C)C[C@@H]2Oc3ccc(NC(=O)Cn4cnnn4)cc3C(=O)N([C@@H](C)CO)C[C@@H]2C)cc1 | -5 |
| C[C@@H]1CN([C@H](C)CO)C(=O)c2cc(-c3cccc(C(=O)N(C)C)c3)cnc2O[C@H]1CN(C)S(=O)(=O)c1ccc(F)cc1 | -4 |
| COc1ccc(S(=O)(=O)Nc2ccc3c(c2)C(=O)N([C@@H](C)CO)C[C@@H](C)[C@H](CN(C)Cc2ccc4c(c2)OCO4)O3)cc1 | 3 |
| C[C@H]1CCCCO[C@H](CN(C)C(=O)Nc2ccc(F)cc2)[C@@H](C)CN([C@@H](C)CO)C(=O)c2cc(NC(=O)C3CCCCC3)ccc2O1 | 1 |
| C[C@H]1CN([C@@H](C)CO)C(=O)c2cc(C#Cc3ccccc3F)cnc2O[C@H]1CN(C)C(=O)C1CCCCC1 | 6 |
| Cc1noc(C)c1NC(=O)Nc1ccc2c(c1)C(=O)N([C@H](C)CO)C[C@@H](C)[C@H](CN(C)S(=O)(=O)c1ccc(Cl)cc1)O2 | -4 |
| COc1ccc(NC(=O)Nc2ccc3c(c2)C(=O)N([C@@H](C)CO)C[C@@H](C)[C@H](CN(C)C(=O)c2ccccc2)OCCCC[C@H](C)O3)cc1 | 4 |
| C[C@H](CO)N1C[C@H](C)[C@H](CN(C)C(=O)NC2CCCCC2)Oc2ccc(NC(=O)Cc3cn(C)c4ccccc34)cc2C1=O | 4 |
| O=C(Nc1ccc2c(c1)[C@@H]1C[C@@H](CC(=O)N3CCc4ccccc4C3)O[C@@H](CO)[C@@H]1O2)C1CCOCC1 | 1 |
| CNC[C@@H]1OCCCC[C@H](C)Oc2ccc(NC(=O)Nc3cccc4ccccc34)cc2C(=O)N([C@@H](C)CO)C[C@@H]1C | 2 |
| C[C@@H]1CN([C@H](C)CO)C(=O)c2cc(NC(=O)CCN3CCOCC3)ccc2O[C@@H]1CN(C)C(=O)Nc1ccc2c(c1)OCO2 | 0 |
| C[C@H](CO)N1C[C@H](C)[C@@H](CN(C)Cc2ccc(Cl)c(Cl)c2)Oc2ccc(NC(=O)Nc3cccc4ccccc34)cc2CC1=O | 0 |
| C[C@H](CO)N1C[C@H](C)[C@@H](CN(C)S(C)(=O)=O)Oc2ccc(N(C)C)cc2C1=O | 3 |
| C[C@H](CO)N1C[C@H](C)[C@H](CN(C)C(=O)Nc2cccc3ccccc23)Oc2ccc(NC(=O)c3ccncc3)cc2CC1=O | 7 |
| COc1ccc(/C=C/C(=O)O[C@H]2[C@H](O[C@H]3[C@@H]4C=CO[C@@H](O[C@@H]5O[C@H](CO)[C@@H](O)[C@H](O)[C@H]5O)[C@@H]4[C@@]4(CO)O[C@@H]34)O[C@@H](C)[C@H](O)[C@H]2OC(C)=O)cc1 | 8 |
| C[C@H]1CCCCO[C@H](CN(C)Cc2ccc(C(=O)O)cc2)[C@@H](C)CN([C@@H](C)CO)C(=O)c2cc(NC(=O)Nc3cccc4ccccc34)ccc2O1 | -1 |
| C=CCNc1oc(CC(C)C)nc1C#N | -3 |
| CN1CCN(C(=O)C[C@H]2C[C@H]3c4cc(NC(=O)c5ccc6c(c5)OCO6)ccc4O[C@H]3[C@H](CO)O2)CC1 | -4 |
| COc1ccc(S(=O)(=O)Nc2cccc3c2O[C@H](CN(C)C(=O)Nc2c(C)noc2C)[C@@H](C)CN([C@@H](C)CO)C3=O)cc1 | 3 |
| Cc1noc(C)c1NC(=O)N(C)C[C@@H]1Oc2c(NC(=O)Nc3ccc(C(F)(F)F)cc3)cccc2C(=O)N([C@@H](C)CO)C[C@H]1C | 2 |
| C[C@@H]1CN([C@@H](C)CO)C(=O)c2cc(NS(=O)(=O)c3ccccc3)ccc2O[C@@H]1CN(C)C(=O)Nc1ccc2c(c1)OCO2 | 4 |
| COc1cc(C)c(C(=O)Oc2cc(C)c(C(=O)O)c(O)c2C)c(OC)c1C | -7 |
| COc1ccc(NC(=O)N(C)C[C@H]2Oc3c(NC(=O)C4CCCCC4)cccc3C(=O)N([C@@H](C)CO)C[C@@H]2C)cc1 | 0 |
| C[C@H](CO)N1C[C@H](C)[C@@H](CN(C)C)Oc2ccc(NC(=O)Cn3cnnn3)cc2CC1=O | 10 |
| Cc1noc(C)c1S(=O)(=O)N(C)C[C@@H]1Oc2ccc(NC(=O)Cn3cnnn3)cc2C(=O)N([C@@H](C)CO)C[C@@H]1C | 0 |
| C[C@@H]1CN([C@@H](C)CO)C(=O)c2cccc(N(C)C)c2O[C@@H]1CN(C)S(=O)(=O)c1ccccc1 | 3 |
| COC(=O)c1cn(CCCNC(=O)[C@H](Cc2ccccc2)NS(=O)(=O)c2ccc(C)cc2)nn1 | 3 |
| C[C@@H]1CN([C@@H](C)CO)C(=O)Cc2cc(NS(=O)(=O)c3ccc(Cl)cc3)ccc2O[C@H]1CN(C)S(=O)(=O)c1ccc(F)cc1 | -4 |
| CO[C@@H](CN(C)Cc1cc(F)ccc1F)[C@@H](C)CN(C(=O)Nc1ccc(C(F)(F)F)cc1)[C@H](C)CO | 26 |
| CC(C)C#Cc1cnc2c(c1)C(=O)N([C@@H](C)CO)C[C@@H](C)[C@H](CN(C)S(=O)(=O)c1cn(C)cn1)O2 | 2 |
| O=C(Nc1ccc(C(F)(F)F)cc1)Nc1ccc2c(c1)[C@H]1C[C@@H](CC(=O)N3CCc4ccccc4C3)O[C@H](CO)[C@H]1O2 | 1 |
| C[C@H]1CN([C@@H](C)CO)C(=O)c2cccc(NC(=O)C3CCCCC3)c2O[C@@H]1CN(C)C(=O)Nc1ccc(C(F)(F)F)cc1 | -2 |
| C[C@@H]1CN([C@@H](C)CO)C(=O)c2cc(NC(=O)Nc3cccc4ccccc34)ccc2O[C@@H]1CN(C)S(=O)(=O)c1ccc(Cl)cc1 | -2 |
| COc1ccc(S(=O)(=O)N(C)C[C@@H]2Oc3ccc(NC(=O)c4ccncc4)cc3CC(=O)N([C@@H](C)CO)C[C@H]2C)cc1 | -3 |
| C[C@@H]1CN([C@H](C)CO)C(=O)c2cc(NC(=O)Nc3ccc4c(c3)OCO4)ccc2O[C@@H]1CN(C)Cc1ccc(Cl)c(Cl)c1 | -1 |
| COc1ccc(S(=O)(=O)Nc2cccc3c2O[C@H](CN(C)Cc2ccccc2)[C@H](C)CN([C@@H](C)CO)C3=O)cc1 | -4 |
| COc1ccc(S(=O)(=O)N(C)C[C@H]2Oc3ccc(NC(=O)Nc4ccc(F)cc4)cc3C(=O)N([C@H](C)CO)C[C@H]2C)cc1 | 1 |
| Cc1ccc(S(=O)(=O)Nc2ccc3c(c2)CC(=O)N([C@@H](C)CO)C[C@@H](C)[C@H](CN(C)S(=O)(=O)c2ccc(C)cc2)O3)cc1 | 0 |
| C[C@H](CO)N1C[C@H](C)[C@H](CN(C)C(=O)Cc2ccccc2)Oc2ncc(-c3ccc(F)cc3)cc2C1=O | 4 |
| COc1ccc(-c2cnc3c(c2)C(=O)N([C@H](C)CO)C[C@H](C)[C@H](CN(C)C(=O)Cc2ccccn2)O3)cc1 | 1 |
| CC(C)NC(=O)N(C)C[C@@H]1OCCCC[C@@H](C)Oc2ccc(NC(=O)Nc3cccc4ccccc34)cc2C(=O)N([C@H](C)CO)C[C@@H]1C | -7 |
| C[C@@H]1CN([C@@H](C)CO)C(=O)c2cccc(NC(=O)Nc3ccc4c(c3)OCO4)c2O[C@H]1CN(C)Cc1ccc(Oc2ccccc2)cc1 | -37 |
| C[C@H](CO)N1C[C@H](C)[C@@H](CN(C)Cc2ccccc2F)Oc2ncc(C3=CCCC3)cc2C1=O | -2 |
| COCC#Cc1ccc2c(c1)O[C@@H](CN(C)S(=O)(=O)c1ccc(C)cc1)[C@@H](C)CN([C@H](C)CO)S2(=O)=O | -10 |
| C[C@H]1CN([C@@H](C)CO)C(=O)c2cccc(NC(=O)Nc3ccc(F)cc3)c2O[C@@H]1CN(C)S(=O)(=O)c1ccc(F)cc1 | -4 |
| CC(C)CC#Cc1cnc2c(c1)C(=O)N([C@H](C)CO)C[C@@H](C)[C@@H](CN(C)C(=O)Nc1cccc(F)c1)O2 | 5 |
| C[C@H](CO)N1C[C@H](C)[C@@H](CN(C)C(=O)Cc2cccnc2)Oc2ncc(/C=C/c3ccccc3)cc2C1=O | -6 |
| Cc1noc(C)c1S(=O)(=O)N(C)C[C@H]1OCCCC[C@@H](C)Oc2ccc(NC(=O)Nc3cccc4ccccc34)cc2C(=O)N([C@@H](C)CO)C[C@@H]1C | -3 |
| Cc1ccc(S(=O)(=O)Nc2cccc3c2O[C@H](CN(C)S(=O)(=O)c2cccs2)[C@@H](C)CN([C@@H](C)CO)C3=O)cc1 | -4 |
| C[C@H]1CN([C@@H](C)CO)S(=O)(=O)c2ccc(C#CC3CC3)cc2O[C@@H]1CN(C)Cc1ccccn1 | -1 |

High-throughput results: PubChem, Broad Institute
